# ABHD5-PLIN5 inh: ABHD5-PLIN5 protein interaction inhibition; Q00G26+Q8WTS1; Split G. princeps luciferase complementation, luminescence, 4 h; inhibition, % at 4 µM; 0.78% of 360,000 active; AID 602281;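 active means inhibition above the mean inhibition across every tested compound plus 3 SD, cut at about 22% in these data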;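 further: 0% = DMSO only wells and the 100% control is not disclosed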
# Glyco luc inh: blocks N-linked glycosylation in D54 reporter cells. 0.23% of 360,000 active. reporter increase, % at 12.5 µM. AID 588692. D54 ERlucT glycosylation luciferase reporter, 24 h; percent of 100 nM tunicamycin response;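 active means mean luciferase reporter signal, scaled so untreated is 0 and the glycosylation-blocking control 100, at or above a set limit in every replicate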;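 further: luciferase carries N-glycosylation sites so blocking glycosylation raises the light; 0% = median of neutral control wells and 100% = median of 100 nM tunicamycin wells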
# MC4R ag barr: activates human MC4R beta-arrestin recruitment; P32245; U2OS MC4R beta-arrestin complementation, luminescence; percent of melanotan II response, DMSO zero; activation, % at 8.9 µM; 0.98% of 360,000 active; AID 540308;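 active means activation above a per-plate cutoff, the mean activation of sample wells on that plate plus 3 SD, cut at about 8% in these data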
# Target sequence (P32245 whole entry, looked up): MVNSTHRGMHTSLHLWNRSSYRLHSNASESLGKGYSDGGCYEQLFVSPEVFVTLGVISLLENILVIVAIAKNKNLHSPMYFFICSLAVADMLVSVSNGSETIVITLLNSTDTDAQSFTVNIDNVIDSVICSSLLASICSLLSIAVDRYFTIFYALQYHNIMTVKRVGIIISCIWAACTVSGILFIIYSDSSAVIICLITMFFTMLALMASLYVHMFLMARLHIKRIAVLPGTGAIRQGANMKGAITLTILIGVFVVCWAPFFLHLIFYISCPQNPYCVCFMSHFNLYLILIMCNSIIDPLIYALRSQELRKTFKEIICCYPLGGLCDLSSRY
# Exocytosis inh: lytic granule exocytosis inhibition | TALL-104 LAMP-1 surface exposure, flow cytometry; cells stimulated with thapsigargin and PMA | inhibition, % at 10 µM | 0.66% of 360,000 active;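 active means inhibition above about 55%, limit read from the data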
# Vif inh: blocks HIV Vif function | HEK293T cells, Vif self-association by quenched fluorescence, imaging, 24 h | inhibition, % at 7.49 µM | 0.35% of 340,000 active | AID 602346; in the data active means inhibition above about 50%, passing the limit was not always enough; further: some results filed as inactive read as strong as hits
# aDG glyco up: alpha-DG glycosylation activation; Pro5-aDG cells, alpha-DG glycosylation AlphaScreen (IIH6); 0% Pro5, 100% B10-LARGE cell signal; activation, % at 10 µM; 0.22% of 360,000 active; AID 624168;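 active means activation of at least 8% versus controls, or a plate z-score of at least 8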;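 further: Pro5 are CHO cells carrying HIG-tagged alpha-DG that lacks glycosylation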
# TLR9-MyD88 block: blocks human TLR9 binding to MyD88 | Q9NR96+Q99836 | CHO BLA complementation TLR9-MyD88, CCF4 FRET ratio | inhibition, % at 4.98 µM | 0.21% of 340,000 active | AID 504734;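 active means inhibition above the mean over all tested compounds plus 3 SD, cut at about 21% in these data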;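 further: 0% = DMSO only wells and 100% = clavulanate BLA inhibitor control wells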
# MC4R antagonist: antagonists of human melanocortin 4 receptor (MC4R) | P32245 | MC4R-expressing cells, MTII-stimulated cAMP, LANCE TR-FRET | inhibition, % at 6.5 µM | 0.48% of 360,000 active | AID 540295;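 active means inhibition above its plate's cutoff, the mean of tested wells on that plate plus 3 SD, cut at about 29% in these data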;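 further: 0% = Melanotan II alone and 100% = Melanotan II plus saturating MCL0020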
#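 Test system: U2OS cells stably expressing human melanocortin 4 receptor (MC4R); also added: Melanotan II challenge; compound: 6.5 µM single dose; timing: 30-min compound preincubation, 1-h Melanotan II challenge, 1-h detection, room temperature; signal: Eu-cAMP/anti-cAMP TR-FRET, emission 671 nm; repeats: one well per compound, no replicates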
# NOD2 RIPK2 PPI: inhibitors of human NOD2-RIPK2 interaction. CHO BLA complementation NOD2-RIPK2, CCF4 ratio. inhibition, % at 4.98 µM. 0.38% of 360,000 active. AID 624267; in the data active means inhibition above about 21%;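 further: 0% = vehicle only and 100% = reference blocker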
# Target sequence (O43353 whole entry, looked up): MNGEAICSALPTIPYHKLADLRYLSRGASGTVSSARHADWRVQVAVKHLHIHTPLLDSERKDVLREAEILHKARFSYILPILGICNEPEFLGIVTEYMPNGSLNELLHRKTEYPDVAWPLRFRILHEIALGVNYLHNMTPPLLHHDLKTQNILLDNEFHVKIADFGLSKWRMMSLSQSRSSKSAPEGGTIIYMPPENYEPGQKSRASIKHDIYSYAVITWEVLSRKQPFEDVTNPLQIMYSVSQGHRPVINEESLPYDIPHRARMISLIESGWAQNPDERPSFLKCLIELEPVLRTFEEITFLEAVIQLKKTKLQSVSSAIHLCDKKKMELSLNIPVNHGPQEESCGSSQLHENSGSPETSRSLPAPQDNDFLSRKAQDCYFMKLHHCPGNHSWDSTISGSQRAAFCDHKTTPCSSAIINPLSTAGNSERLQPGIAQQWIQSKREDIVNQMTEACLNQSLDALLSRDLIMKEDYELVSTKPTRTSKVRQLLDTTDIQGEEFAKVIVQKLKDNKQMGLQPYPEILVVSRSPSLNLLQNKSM
# ABCB6 inh MLPCN: inhibitors of human ABC transporter ABCB6 | Q9NP58 | K562-ABCB6 porphyrin accumulation, flow cytometry, 1 h; stronger effect = lower value | fluorescence ratio to DMSO, % at 10 µM | 0.19% of 360,000 active | AID 602162;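 active means fluorescence ratio to DMSO below 75%, the collection mean minus 3 SD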;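 further: signal is porphyrin accumulated inside mitochondria; 100% equals median channel fluorescence of DMSO control wells; lower ratio means ABCB6 inhibition with less porphyrin fluorescence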
# * = called active by the depositor; / = no result given.
SMILES,ABHD5-PLIN5 inh,Glyco luc inh,MC4R ag barr,Exocytosis inh,Vif inh,aDG glyco up,TLR9-MyD88 block,MC4R antagonist,NOD2 RIPK2 PPI,ABCB6 inh MLPCN
Cc1onc(-c2c(Cl)cccc2Cl)c1C(=O)NC(C)(C)CO,-2,-1,-1.8,0,8,-0.1,1,1,-5,99
Cc1[nH]c(=O)c(C(=O)/C=C/c2ccccc2F)c2c1CCCC2,51*,-13,-2.3,0,-7,0.2,6,25,23*,96
O=C(Cc1ccccc1)NCCc1ccc(Cl)cc1Cl,1,1,-2.3,3,1,0.2,6,10,-1,105
CN(Cc1ccc(O)cc1)C1CCCCC1,1,0,0.3,0,-6,0.1,-10,2,0,101
CN(C)c1ccc(C2(c3ccc(N(C)C)cc3)OC(=O)c3cc(N)ccc32)cc1,-12,-1,-0.1,-13,-2,-0.3,-7,15,-2,101
CCOc1ccccc1N1CCN(C(=O)COc2ccc3c(C)cc(=O)oc3c2)CC1,2,1,-2.8,0,19,1.6,-1,19,-3,99
COc1cc(OC)cc(-c2c(C#Cc3ccsc3)c3cc(-c4cnc(OC)nc4)ccc3n2C)c1,-5,-2,-2.1,0,-4,-0.3,-6,5,2,98
Cc1ccccc1NC(=O)CSC1=NCCN1,-11,4,-1.5,1,0,0.0,0,1,-6,95
C/C(=N\NC(=O)c1nnn(-c2nonc2N)c1-c1ccccc1)c1ccccc1O,-1,-8,4.5,30,18,0.5,4,1,-9,93
CN(C(=O)c1cccc(NC(=O)Cc2ccc(NC(=O)C3CCN(C(=O)C4CCCC4)CC3)cc2)c1)C1CCC1,1,-2,0.3,1,1,-0.1,-2,-2,-4,98
CCc1ccc(Cn2ncc3c(C(=O)O)cc(C)nc32)cc1,3,-2,-1.4,-2,17,0.0,-5,4,-11,93
COc1ccc(C2NC(=O)NC(O)(C(F)(F)F)C2C(=O)c2ccc(C)cc2)cc1 (stereo not given),-1,0,1.4,3,11,-0.1,-1,12,-3,96
COc1ccc(C(=O)N2CCc3ccccc3C2)cc1S(=O)(=O)N1CCCC1,10,1,2.0,6,-12,0.3,-11,8,-20,110
COc1ccc(NC2CCCCC2NS(=O)(=O)c2ccc(C)cc2)cc1 (stereo not given),-8,-1,1.0,18,-16,-0.4,5,1,-4,84
COc1ccccc1CNC(=O)c1cc(-c2cc(F)ccc2OC(C)C)n[nH]1,0,-2,-0.1,4,/,0.6,/,0,-7,96
O=C(NCC(c1ccco1)N1CCCC1)c1cc2cc(Cl)ccc2o1 (stereo not given),3,-3,-1.9,-1,12,0.1,1,2,-8,100
Cc1cc2oc(=O)cc(CN3CCN(Cc4ccccc4)CC3)c2cc1C,3,0,-2.4,-2,-7,-0.1,-18,5,-11,97
COc1ccccc1C1CC(=O)Nc2c1c(=O)n(C)c(=O)n2C (stereo not given),7,4,0.0,-8,15,-0.1,-5,2,-10,99
O=C(O)c1ccc(Cl)c(S(=O)(=O)Nc2cccc(C(=O)Nc3cccc(C(F)(F)F)c3)c2)c1,-3,0,0.3,2,-3,0.1,-6,4,-3,106
CCCC12CN(C(=O)c3ccc([N+](=O)[O-])cc3)CC(C)(CN(C(=O)c3ccc([N+](=O)[O-])cc3)C1)C2=O,-5,-1,0.8,6,6,-0.2,/,3,0,101
Cc1cccc(C)c1OCC(O)Cn1nnc2ccccc21 (stereo not given),-4,-1,-0.5,-2,6,-0.1,1,6,-1,94
Cc1ccccc1OCC(=O)OCC(=O)NC1CCCC(C)C1C (stereo not given),-4,0,0.7,-4,-12,-0.1,5,-3,0,97
COC(=O)c1[nH]c2c(c1C)C(=O)CCC2,-2,6,-1.3,-2,-2,0.0,1,0,3,100
COc1ccccc1-c1noc2c1C(=O)N(Cc1cn(C3CCCC3)nn1)CC2,3,/,/,-4,/,0.0,/,/,-6,87
CCCn1nnc(NC(=O)Cc2ccc(Cl)cc2)n1,0,3,-1.7,11,/,0.2,-3,1,5,102
C=CCN1C=C2C(=O)C(C)(OC(=O)C3CCCC3)C(=O)C=C2C=C1c1ccsc1 (stereo not given),-20,-5,-1.9,-4,1,0.4,-5,8,-5,106
Cc1cc(=O)n2[nH]c(-c3ccc(F)cc3)cc2n1,1,2,2.0,0,7,-0.2,-12,15,2,91
Cc1c(Cl)cccc1NC(=O)CNC(=O)Cc1n[nH]c(=O)c2ccccc12,-7,2,-2.4,0,3,-0.1,12,2,-3,91
COCc1ccc(C(=O)N2CCCC(Nc3ccc4c(c3)OCCO4)C2)o1 (stereo not given),-1,2,-1.2,28,-4,-0.1,-4,-1,-13,101
Cc1ccc(S(=O)(=O)NCc2csc(C)n2)c(C)c1,1,-1,-2.1,-3,5,0.0,-2,12,-18,/
O=C(NC(=S)Nc1cccc2c(O)cccc12)c1ccco1,-12,4,-3.9,1,-1,-0.1,-10,15,-4,112
N#Cc1ccccc1CCN1C(=O)c2ccccc2C1=O,2,0,-0.2,-8,-3,0.0,-2,-6,-6,99
C/C(=N\NC(=O)CC1(C)OCCO1)c1cccs1,-1,2,-1.0,3,4,-0.4,1,9,10,100
CCc1nn2c(NCCCO)cc(C)nc2c1-c1ccc(F)cc1,-2,28*,-2.0,1,-15,0.2,4,-2,-3,100
O=C(Nc1ccccc1)c1ccc(CN2CCC(Cc3ccccc3)CC2)cc1,5,-3,-0.8,4,-11,1.6,2,2,7,96
COc1cc(C2CC(=O)c3c(ccc4ccccc34)N2)ccc1O (stereo not given),7,2,-1.1,6,2,0.0,-9,17,-11,103

# Part of the list above in a different format:
O=C(NC(=S)Nc1cccc2c(O)cccc12)c1ccco1
  ABHD5-PLIN5 inh = -12
  Glyco luc inh = 4
  MC4R ag barr = -3.9
  Exocytosis inh = 1
  Vif inh = -1
  aDG glyco up = -0.1
  TLR9-MyD88 block = -10
  MC4R antagonist = 15
  NOD2 RIPK2 PPI = -4
  ABCB6 inh MLPCN = 112
N#Cc1ccccc1CCN1C(=O)c2ccccc2C1=O
  ABHD5-PLIN5 inh = 2
  Glyco luc inh = 0
  MC4R ag barr = -0.2
  Exocytosis inh = -8
  Vif inh = -3
  aDG glyco up = 0.0
  TLR9-MyD88 block = -2
  MC4R antagonist = -6
  NOD2 RIPK2 PPI = -6
  ABCB6 inh MLPCN = 99
C/C(=N\NC(=O)CC1(C)OCCO1)c1cccs1
  ABHD5-PLIN5 inh = -1
  Glyco luc inh = 2
  MC4R ag barr = -1.0
  Exocytosis inh = 3
  Vif inh = 4
  aDG glyco up = -0.4
  TLR9-MyD88 block = 1
  MC4R antagonist = 9
  NOD2 RIPK2 PPI = 10
  ABCB6 inh MLPCN = 100
CCc1nn2c(NCCCO)cc(C)nc2c1-c1ccc(F)cc1
  ABHD5-PLIN5 inh = -2
  Glyco luc inh = 28*
  MC4R ag barr = -2.0
  Exocytosis inh = 1
  Vif inh = -15
  aDG glyco up = 0.2
  TLR9-MyD88 block = 4
  MC4R antagonist = -2
  NOD2 RIPK2 PPI = -3
  ABCB6 inh MLPCN = 100

# Marked active in NOD2 RIPK2 PPI, among the entries above:
SMILES,ABHD5-PLIN5 inh,Glyco luc inh,MC4R ag barr,Exocytosis inh,Vif inh,aDG glyco up,TLR9-MyD88 block,MC4R antagonist,NOD2 RIPK2 PPI,ABCB6 inh MLPCN
Cc1[nH]c(=O)c(C(=O)/C=C/c2ccccc2F)c2c1CCCC2,51*,-13,-2.3,0,-7,0.2,6,25,23*,96

# Remaining list, next part:
SMILES,ABHD5-PLIN5 inh,Glyco luc inh,MC4R ag barr,Exocytosis inh,Vif inh,aDG glyco up,TLR9-MyD88 block,MC4R antagonist,NOD2 RIPK2 PPI,ABCB6 inh MLPCN
CC(C)C[C@H]1CN([C@@H](Cc2ccc(O)cc2)CN2CCC[C@@H]2CN2C(=S)NC[C@@H]2Cc2ccccc2)C(=S)N1CC1CCCCC1,14,-9,/,9,-11,0.7,/,/,-4,103
COc1ccc(CC(=O)NNc2ncnc3c2cnn3C)cc1OC,3,2,-0.9,-2,-1,-0.2,-7,2,2,91
CCOC(=O)Nc1nnc(/C=C/c2ccc(OC)cc2)s1,1,0,-1.6,0,3,-0.2,-18,-1,-3,97
O=C(O)C1C2C=CC(C2)C1C(=O)NCc1ccccc1 (stereo not given),9,3,-2.1,-1,-3,-0.2,2,2,-9,101
COc1ccc2c(C=O)c[nH]c2c1,6,-1,-2.3,-3,/,0.0,7,-6,9,99
CC(C)(C)c1nc(CN2CCOCC2)cc(CN2CCOCC2)c1O,-1,0,1.2,-5,0,-0.2,-1,0,-2,101
O=S(=O)(O/N=C1\CCCc2ccccc21)c1ccccc1,8,2,-1.3,-3,11,-0.2,-4,-1,-4,90
Cc1nn(CCCC(=O)Nc2ccc(Br)cc2F)c(C)c1[N+](=O)[O-],10,0,2.1,0,4,-0.1,-4,-5,-11,96
O=c1c(Cl)c(N2CCN(c3ccccc3)CC2)cnn1C12CC3CC(CC(C3)C1)C2,-4,0,-1.2,2,-8,-0.2,-3,5,-7,96
Cc1ccc(CNC(=O)C2CCCN(C(=O)Nc3ccc(F)cc3)C2)cc1 (stereo not given),-8,-1,-0.4,-16,20,-0.1,-1,-1,3,96
Cc1cccc(N2C(=O)N(c3ccccc3C)C3CS(=O)(=O)CC32)c1 (stereo not given),-8,-1,-0.3,-2,2,0.0,-9,10,5,98
N/C(=N\OC(=O)C1CCCCC1)c1ccccn1,1,-2,-1.9,1,-1,-0.1,-6,16,-1,102
Cc1ccc(-c2[nH]ncc2/C=N/n2c(C)nc3ccccc3c2=O)cc1,1,0,2.2,9,-1,-0.1,4,-2,-5,102
CC1(C(=O)NC2CCCCCCC2)CCC(=O)N1Cc1ccco1 (stereo not given),10,-1,-1.6,-5,-2,0.2,-3,13,5,107
CC(=O)C1C(c2cccc(F)c2)NC(=O)NC1(O)C(F)(F)F (stereo not given),3,2,0.9,7,-3,-0.2,-2,4,-10,98
CC(C)CNS(=O)(=O)c1ccc(CCC(=O)NCCC2=CCCCC2)cc1,-6,-2,-1.1,-1,8,-0.1,-3,2,0,99
O=C(Nc1nnc(-c2ccco2)o1)c1ccc([N+](=O)[O-])s1,4,0,-2.8,-2,-5,0.3,13,7,-6,103
CCOc1ccc(/C(O)=C2/C(=O)C(=O)N(c3ccccn3)C2c2ccc(Cl)cc2)c(C)c1 (stereo not given),-16,0,0.8,2,-9,-0.1,-6,0,3,96
Cc1ccc(N2C(=O)C3C4C=CC(CC4)C3C2=O)cc1[N+](=O)[O-] (stereo not given),-3,1,-0.5,-2,-3,-0.1,-12,11,-1,95

# Bioassay records from PubChem BioAssay.

# The list is partial, so the mix of outcomes need not match the whole.
